High-throughput results deposited in PubChem BioAssay by National Center for Advancing Translational Sciences (NCATS).
WRN inhibitor – qHTS for Inhibitors of WRN Helicase. Bifunctional 3'-5' exonuclease/ATP-dependent helicase WRN (Homo sapiens), Q14191. WRN helicase unwinding, fluorescent forked duplex, kinetic. Potency, µM (series often up to 114 µM), for the others: at the top dose activity change, negative = inhibition, actives largely listed as inhibitors. 360,000 tested, 0.46% active; further: potency means the concentration at half of the fitted maximal effect; on the % scale 0 is the no-effect control and ±100 the full control effect; nearly all actives have a fitted effect of over 55% in size
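Kinetic fluorescence helicase assay: unwinding of a quenched forked DNA duplex (100 nM final) with 2 mM ATP final raises red fluorescence (525/598 nm). Compounds sat 15 min at room temperature with 20 nM WRN beforehand.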
EPAC2 antag – qHTS for Antagonist of cAMP-regulated guanine nucleotide exchange factor 2 (EPAC2): primary screen; Rap guanine nucleotide exchange factor 4 (Homo sapiens), Q8WZA2; EPAC2 GEF exchange of Rap1B-BODIPY-GDP, fluorescence; Potency, µM (doses to about 114 µM), for the others: top-dose activity, negative = inhibition, usual class: inhibitors; 360,000 tested, 0.18% active; AID 720708, 2013; further: potency means the concentration at half of the fitted maximal effect; on the % scale 0 is the no-effect control and ±100 the full control effect; nearly all actives have a fitted effect of over 45% in size; many of its hits are not listed in these tables
EPAC1 antag – qHTS for Antagonist of cAMP-regulated guanine nucleotide exchange factor 3 (EPAC1): primary screen; 360,000 tested, 0.14% active; Rap guanine nucleotide exchange factor 3 (Homo sapiens), O95398; Potency, µM (highest dose often 115 µM), inactives show top-dose activity change, negative = inhibition, actives largely listed as inhibitors; AID 720709, 2013; EPAC1 GEF assay, Rap1b-BODIPY-GDP exchange fluorescence;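 further: potency means the concentration at half of the fitted maximal effect; plate controls were vehicle for no effect and positive control for full effect; nearly all actives have a fitted effect of over 50% in size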
CCT modulator – High-Throughput Screening for Modulators of Cytosolic Chaperonin Activity. purified chaperonin ATPase assay, HTRF ADP detection, 30 min. activity change, % (no concentration beside the values), hits read low. 360,000 tested, 0.3% active; in the data active means activity change below about -30%; further: on the % scale 0 is the no-effect control and ±100 the full control effect
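TRiC (40 or 20 nM final, by batch activity) in 30 mM Tris pH 7.4, 100 mM KCl, 5 mM MgCl2, 1 mM DTT was treated with compound at 76 uM single dose, then 10 uM ATP, 30 min at 37 °C. ADP was read by HTRF Transcreener.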
EPAC1 agonist – qHTS for Agonist of cAMP-regulated guanine nucleotide exchange factor 3 (EPAC1): primary screen | Rap guanine nucleotide exchange factor 3 (Homo sapiens), O95398 | EPAC1 agonist qHTS, biochemical assay; response scale: 100% = response to 6.5 mM cAMP | Potency, µM (titrated, usually from 154 µM), for the others: at the top dose activation, most hits filed as activators | 360,000 tested, 0.073% active; further: potency means the concentration at half of the fitted maximal effect; nearly all actives have a fitted effect of over 60% in size
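Fluorescent GDP-exchange assay: 100 nM EPAC1 with 250 nM Rap1B preloaded with BODIPY-GDP and 50 uM GDP; compounds tested as concentration series, 5 min at room temperature, then read every 5 min for 30 min (ex 480/em 540 nm); normalized to 6.5 mM cAMP.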
PI5P4Ka inh – qHTS for Inhibitors of phosphatidylinositol 5-phosphate 4-kinase (PI5P4K); Phosphatidylinositol 5-phosphate 4-kinase type-2 alpha (Homo sapiens), P48426; PI5P4Kalpha enzyme, ADP-Glo luminescence, 60 min; hits give low values; max response, %; 330,000 tested, 1.2% active; AID 652105, 2013; active means max response of -50% or lower; inconclusive means between -30% and -50%; inactive means -30% or higher; further: value at the top dose of about 77 µM; on the % scale 0 is the no-effect control and ±100 the full control effect
Target sequence (P48426 whole entry, looked up): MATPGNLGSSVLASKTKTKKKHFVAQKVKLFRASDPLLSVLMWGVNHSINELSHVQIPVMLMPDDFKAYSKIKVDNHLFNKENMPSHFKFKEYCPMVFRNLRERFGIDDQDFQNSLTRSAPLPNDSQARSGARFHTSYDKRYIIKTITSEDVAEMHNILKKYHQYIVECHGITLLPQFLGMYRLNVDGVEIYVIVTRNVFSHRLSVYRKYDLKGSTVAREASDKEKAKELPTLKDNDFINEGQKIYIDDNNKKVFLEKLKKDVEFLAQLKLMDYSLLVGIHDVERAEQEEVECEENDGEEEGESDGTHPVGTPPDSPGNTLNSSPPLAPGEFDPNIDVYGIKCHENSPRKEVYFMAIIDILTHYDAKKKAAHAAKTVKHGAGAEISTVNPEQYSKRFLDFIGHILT
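Enzyme plus substrate dispensed, test compounds pinned in, then ATP (5 microM final) added. After 60 min at RT, ADP-Glo reagent 1 for 45 min and reagent 2 for 30 min preceded luminescence imaging.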
Mm-Cpn inhibitor – Inhibitors of TCP-1 ring complex (TRiC) of Methanococcus maripaludis (MmCpn): qHTS; purified Mm-Cpn ATPase, ADP Transcreener TR-FRET; Potency, µM (top dose mostly 76.9 µM), without a hit: top-dose activity, negative = inhibition, actives largely listed as inhibitors; Chaperonin Mm-Cpn (Methanococcus maripaludis); AID 504842, 2011; 330,000 tested, 0.031% active; further: potency means the concentration at half of the fitted maximal effect; on the % scale 0 is the no-effect control and ±100 the full control effect; nearly all actives have a fitted effect of over 80% in size
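Eu-cryptate anti-ADP/ADP-d2 competition gives a ratio inversely related to ADP. Enzyme at 25 nM was pre-exposed to compound for 10 min, then given 10 uM ATP for 30 min, 37°C throughout.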
PLK1 PBD inh – qHTS for Inhibitors of PLK1-PDB (polo-like kinase 1 - polo-box domain): Primary Screen | Serine/threonine-protein kinase PLK1 (Homo sapiens), P53350 | Plk1 PBD binding of FITC phosphopeptide, fluorescence polarization | Potency, µM, for the others: max response, negative = inhibition, most hits filed as inhibitors | 360,000 tested, 2.8% active | AID 720504, 2013; further: potency means the concentration at half of the fitted maximal effect; series mostly up to about 57 µM; on the % scale 0 is the no-effect control and ±100 the full control effect; nearly all actives have a fitted effect of over 65% in size
Target sequence (P53350 whole entry, looked up, the tested form may be a part): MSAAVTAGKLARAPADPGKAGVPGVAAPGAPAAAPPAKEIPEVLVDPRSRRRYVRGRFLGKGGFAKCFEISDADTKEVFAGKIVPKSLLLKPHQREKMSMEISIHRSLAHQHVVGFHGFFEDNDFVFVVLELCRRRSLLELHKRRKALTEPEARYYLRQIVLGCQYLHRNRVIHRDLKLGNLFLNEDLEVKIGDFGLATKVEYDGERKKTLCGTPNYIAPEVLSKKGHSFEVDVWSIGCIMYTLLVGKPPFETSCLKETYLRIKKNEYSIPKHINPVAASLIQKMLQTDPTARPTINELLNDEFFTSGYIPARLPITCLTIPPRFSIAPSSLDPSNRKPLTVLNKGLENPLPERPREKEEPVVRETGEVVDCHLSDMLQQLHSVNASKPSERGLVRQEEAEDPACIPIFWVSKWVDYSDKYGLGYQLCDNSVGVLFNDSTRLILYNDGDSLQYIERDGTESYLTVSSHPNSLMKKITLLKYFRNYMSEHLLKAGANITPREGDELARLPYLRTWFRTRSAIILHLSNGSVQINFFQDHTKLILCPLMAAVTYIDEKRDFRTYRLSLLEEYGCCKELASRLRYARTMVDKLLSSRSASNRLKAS
Starred values were filed as active, the others as inactive; u = inconclusive; x = not tested or not shown; [ ] = remark or other dose. Unless noted, the call rests on the fitted dose curve; in most records, active means well fitted curve in the direction sought with a large enough effect; inconclusive means small, poorly fitted or top-dose-only effect, or another doubt; inactive means no such curve, though single readings can be large; an effect the other way counts as inactive or inconclusive. Only part of the results is shown; the hit share may differ from the screen's.

Below each compound: WRN inhibitor	EPAC2 antag	EPAC1 antag	CCT modulator	EPAC1 agonist	PI5P4Ka inh	Mm-Cpn inhibitor	PLK1 PBD inh
1: COc1ccc(NS(=O)(=O)c2ccc(O)c(C(=O)OCC(=O)N3CC(C)OC(C)C3)c2)cc1 (configuration not stated)
    -1%	3%	-5%	-0.7	8%	1	1%	-5%
2: CCCCc1ccc(Nc2nc(CCC)cc(=O)[nH]2)cc1
    -26%	-15%	u	-2.2	-18%	23	-3%	-18%
3: CN(C)c1ccc(/C=C/c2ccc3ccccc3[n+]2C)cc1
    40µM*	u	-24%	-3.1	-18%	u	-18%	11%
4: CCOC(=O)C1CCN(C(=S)NC2CC3C=CC2C3)CC1 (configuration not stated)
    -8%	-4%	-1%	-3.3	6%	6	2%	-3%
5: COc1ccc(CCNC(=O)CNC(=O)Cn2cnc3sc(C)c(C)c3c2=O)cc1OC
    1%	10%	10%	-1.4	-3%	3	1%	-3%
6: Cc1ccc2nc(NC3=NCN(Cc4cccnc4)CN3)nc(C)c2c1
    34%	12%	-9%	-2.3	26%	x	1%	-7%
7: O=c1cc(O)c2ccccc2n1Cc1ccccc1
    -6%	-3%	3%	-1.0	12%	-4	-4%	-22%
8: Cc1cc(C)cc(C(O)c2ncc(-c3ccccc3Cl)[nH]2)c1 (configuration not stated)
    -6%	u	-16%	0.3	5%	8	x	-16%
9: COc1ccc(C(CC(=O)O)NC(=O)COc2ccccc2OC)cc1OC (configuration not stated)
    3%	-5%	1%	-1.7	6%	-4	-1%	0%
10: c1ccc(CSc2nnc3c(n2)OC(c2ccco2)Nc2ccccc2-3)cc1 (configuration not stated)
    u	8%	-19%	3.4	1%	u	-1%	-20%
11: CN(C)c1nc(-c2cccnc2)nc(-c2ccc(Cl)cc2)c1C#N
    7%	10%	-8%	-1.3	-1%	-1	-6%	0%
12: CCOC(=O)N1CCC(NC(=O)c2cccn3c(=O)c4cc(Br)ccc4nc23)CC1
    -1%	4%	-3%	-2.0	-3%	11	-3%	-4%
13: COc1ccc(-n2ncc3c2CC(C)(C)CC3NC(=O)c2ccnn2C)cc1 (configuration not stated)
    1%	1%	13%	0.4	-4%	-5	0%	1%
14: Cc1ccc(CN(c2ccc(C(=O)NCc3ccc4c(c3)OCO4)cc2)S(C)(=O)=O)cc1
    -21%	0%	2%	2.7	5%	x	-1%	-1%
15: Cc1sc2nc(SCC(N)=O)n(-c3ccccc3)c(=O)c2c1C
    1%	3%	-12%	-7.5	-8%	-9	2%	-19%
16: CN(Cc1ccccc1)C(=O)CCC1CCN(C(=O)CCC(F)(F)F)CC1
    -7%	13%	-1%	-5.4	2%	7	2%	-4%
17: CN(c1ccc(C(=O)NCc2ccc3c(c2)OCO3)cc1)S(=O)(=O)c1ccccc1
    -5%	-3%	u	-3.4	12%	-4	2%	-13%
18: CN1C(=O)C(=O)N(c2cccc(C(F)(F)F)c2)C1=O
    -4%	7%	2%	2.6	-7%	6	x	2%
19: CCOC(=O)c1ccc(NC(=O)NCc2ccn(CC)n2)cc1
    -6%	6%	3%	1.5	3%	x	0%	0%
20: Cc1ccc(S(=O)(=O)Nc2c(C)cc([N+](=O)[O-])cc2C)cc1
    -5%	-9%	-23%	-2.5	0%	-1	x	-7%
21: COC(=O)c1ccc(NCN2C(=O)C3C4CCC(C4)C3C2=O)cc1 (configuration not stated)
    1%	3%	13%	-2.0	17%	9	0%	-4%
22: COc1ccc(CCNC(=O)CCCOc2cc(=O)n(C)c3ccccc23)cc1OC
    -9%	0%	11%	1.3	-8%	-8	0%	1%
23: C[C@H](NC(=O)c1nc[nH]c1C(=O)NCCCCCN)C(=O)OCc1ccccc1
    6%	11%	-13%	-1.3	8%	1	-3%	-2%
24: O=C(NCc1cc(Cl)cc(Cl)c1)c1ccc2nc([C@@H]3O[C@H](CO)[C@H](O)[C@H](O)[C@H]3O)[nH]c2c1
    8%	4%	5%	1.6	-23%	1	x	-1%
25: COC(=O)c1ccc(OCC(=O)c2ccccc2)cc1
    11%	2%	5%	-0.1	5%	-9	2%	-6%
26: NNc1nc(-c2ccccc2Cl)c2cc(Br)ccc2n1
    -11%	-28%	-10%	0.7	1%	0	-4%	-14%
27: COc1ccccc1N(C)S(=O)(=O)c1ccc(C)c(C(=O)NC(C)c2ccccn2)c1 (configuration not stated)
    1%	-15%	-12%	-3.9	11%	2	0%	-13%
28: O=C(CC1C[C@H](C(=O)N2CCCCC2)[C@@]2(CCc3ccccc3)c3[nH]c4ccccc4c3CCN2C1=O)NCCc1ccccn1 (some centres not stated)
    -5%	-10%	-11%	-1.3	-12%	-6	x	1%
29: Cc1cccc(NC(=O)CN(C)S(=O)(=O)c2cccs2)c1
    -7%	-2%	-6%	-1.2	4%	x	-1%	1%
30: Cc1c(C(c2ccccc2O)c2c(C)n(C)n(-c3ccccc3)c2=O)c(=O)n(-c2ccccc2)n1C
    -2%	-16%	19%	-0.2	-11%	0	u	3%

Structural class, the compounds so far containing a CF3 group (2)
Below each compound: WRN inhibitor	EPAC2 antag	EPAC1 antag	CCT modulator	EPAC1 agonist	PI5P4Ka inh	Mm-Cpn inhibitor	PLK1 PBD inh
16: CN(Cc1ccccc1)C(=O)CCC1CCN(C(=O)CCC(F)(F)F)CC1
    -7%	13%	-1%	-5.4	2%	7	2%	-4%
18: CN1C(=O)C(=O)N(c2cccc(C(F)(F)F)c2)C1=O
    -4%	7%	2%	2.6	-7%	6	x	2%

(listing goes on)
Below each compound: WRN inhibitor	EPAC2 antag	EPAC1 antag	CCT modulator	EPAC1 agonist	PI5P4Ka inh	Mm-Cpn inhibitor	PLK1 PBD inh
31: CC1CC1C(=O)OCC(=O)NNC(=O)c1ccc([N+](=O)[O-])cc1 (configuration not stated)
    2%	-4%	4%	0.0	5%	2	0%	-1%
32: CCN(CC(=O)Nc1ccc2c(c1)OCCO2)C(=O)/C=C/c1cccc(Br)c1
    -10%	0%	-8%	1.6	5%	0	1%	0%
33: Cc1nnc(Nc2ccc(Cl)c(C(F)(F)F)c2)[nH]c1=O
    7%	26%	-21%	2.0	-5%	2	2%	-16%
34: O=C(O)c1ccc(S(=O)(=O)N2CCC(Cc3ccccc3)CC2)cc1
    -5%	-4%	30%	0.9	-2%	-11	3%	-10%
35: COc1ccc2nc(C)cc(N3CCN(c4ccccc4)CC3)c2c1
    -5%	-14%	-9%	-0.2	-3%	2	-3%	3%
36: CN1CCC(=NNc2ccc(S(=O)(=O)N3CCOCC3)cc2[N+](=O)[O-])CC1
    -20%	-1%	8%	-1.1	7%	0	-6%	-7%
37: COC(=O)[C@@]12CCCN1[C@H](c1ccc(-c3ccc(OC)cc3)c(OC)c1)[C@H]1C(=O)N(C)C(=O)[C@H]12
    -4%	9%	4%	-5.8	-2%	-1	-2%	0%
38: COc1cccc(C(C)NC(=S)NCc2ccc(F)cc2)c1 (configuration not stated)
    5%	2%	19%	-1.2	-5%	3	-2%	0%
39: Cc1nc(NN)nc(NCc2ccccc2)n1
    1%	7%	12%	-0.2	-9%	-2	-12%	0%
40: O=C(Nc1ccc2nc(-c3ccco3)c(-c3ccco3)nc2c1)N1CCN(c2ccccn2)CC1
    18µM*	-14%	35µM*	-1.7	2%	-91*	-1%	5.3µM*
41: COc1ccc2cc(C(=O)C3CCCN(C(=O)c4cc5nc(C)cc(C)n5n4)C3)ccc2c1 (configuration not stated)
    0%	-1%	1%	-4.4	7%	6	1%	-10%
42: COc1ccc(CNC(=O)CN2c3ccccc3S(=O)(=O)c3ccccc32)cc1
    -8%	-1%	-3%	0.8	0%	-17	-18%	-10%
43: O=C(CSc1n[nH]c(=O)n1CCc1ccccc1)NC1CCCC1
    1%	5%	-3%	-0.1	11%	3	x	0%
44: CS(=O)(=O)Nc1cccc(-c2cc(NC=O)c3ncc(-c4ccc(F)c(Cl)c4)n3c2)c1
    -7%	1%	-4%	-0.5	-4%	u	x	-10%
45: CCN(CC)c1ccc(C(=O)NN)cc1
    -10%	3%	u	1.7	5%	0	-3%	-10%
46: CSc1ccc(CN2C(=O)NC3(CCCCCCC3)C2=O)cc1
    -1%	-6%	-9%	-0.8	-6%	-12	-2%	-9%
47: COc1ccc(NC(=O)NCCN2CCc3ccccc3C2)cc1
    -1%	15%	20%	1.9	-6%	2	0%	0%
48: CN(C(=O)CN1C(=O)NC(C)(c2cccc(Br)c2)C1=O)C1CCCCC1 (configuration not stated)
    -1%	-6%	0%	-1.0	3%	-3	0%	3%
49: CNC(=O)c1c(NC(NC(=O)c2ccco2)C(=O)c2ccc(Cl)cc2)sc2c1CCCC2 (configuration not stated)
    -3%[57.1 µM]	-1%	-3%	-0.7	2%	x	-1%	-26%
50: COc1ccc(-n2cc(-c3ccccc3)c3c(NCCOCCO)ncnc32)cc1
    1%	-15%	2%	1.3	-1%	7	0%	0%
51: O=C(Nc1ncccc1Cl)c1ccc2c(c1)OCCO2
    1%	-5%	-2%	1.4	4%	-2	-1%	-3%
52: Cc1cc(Nc2ccc(C)c(C)c2)n2nc(C)nc2n1
    -4%	0%	-10%	-0.6	4%	1	0%	-12%
53: COC(=O)c1sc2nc(SCc3ccccc3C)n(N)c(=O)c2c1C
    0%	18%	-5%	-0.8	-3%	1	-4%	1%
